# Source: PubChem
# Lipid droplet: inhibitors of hepatocyte lipid droplet formation, primary screen, imaging, high-throughput imaging, BODIPY stain; AML12 mouse hepatocytes, oleate lipid droplets; inhibition, % at 6.5 µM; hit rate 0.4% among 240,000;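 active = lipid droplet intensity inhibited by at least 50%, with more than 500 cells counted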
#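 Test system: AML12 mouse liver cells; schedule: overnight exposure; technique: high-content imaging of BODIPY-stained droplets and DAPI nuclei; read-out: % inhibition of corrected integrated BODIPY droplet signal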
# Autophagy mod: autophagy modulators in MEF cells, primary screen, imaging, high-content, MEF GFP-LC3. calls only at 10 µM (by protocol). AID 463193, 2010. hit rate 0.98% among 190,000. MEF GFP-LC3 puncta imaging; test concentration mostly 10 µM;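 active = percentage of spot-positive cells more than 3 SD above its plate mean, without a fluorescence outlier flag or 80% toxicity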;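 also: spot-positive cell cutoff set from DMSO-treated cells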
# bCat nuc transl: modulators of beta-catenin nuclear translocation, primary screen, imaging, HeLa cells, immunofluorescence, high-content; AID 1665, 2009; nuclear translocation activity, % at 5 µM; hit rate 0.3% among 190,000;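 active = nuclear translocation activity above 50% at 5 µM, with a well cell count of 50 or more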;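 also: per-cell ratio of nuclear to cytoplasmic median beta-catenin stain intensity; plate controls were DMSO negative control for no effect and GSK-3 inhibitor IX positive control for full effect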
#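 Test system: HeLa cells, endogenous beta-catenin; Compound: single 5 µM dose plus 0.02–20 µM confirmation series; Times: compound exposure 24 h at 37°C; Signal: fluorescence imaging of beta-catenin antibody stain plus DAPI; Read-out: % activation, nuclear-to-cytoplasmic median beta-catenin signal ratio per cell.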
# WT yeast gro inh: growth inhibition of WT strain, primary screen, mitochondrial fusion inhibitor project, WT and mutant strains, chemical genetic. hit rate 2.1% among 190,000. AID 1362, 2008. inhibition, % at 10 µM. mitochondrial fusion phenotypic screen; in the data active = inhibition above about 58%; tested in S. cerevisiae
# MT stabilize HCS: microtubule stabilizers in HeLa cells, primary screen, imaging, high-content imaging | HeLa tubulin immunostaining HCS, 24 h; share of cells brighter than vehicle mean+2SD | % tubulin-high responders, % at 10 µM | hit rate 0.83% among 200,000;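 active = plate Z-score above 3 for both tubulin-high and condensed-nucleus cell shares, with cell loss under 80%, at 10 µM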;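 also: anti alpha tubulin signal scored within the nucleus-defined area of each cell; some results filed as inactive read as strong as hits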
# HEK293 NOD2/NF-kB: NOD2 signaling inhibitors, cell-based, luminescence, uHTS, HEK293 (AID 1566) | HEK293 NOD2/NF-kB luciferase reporter, luminescence; higher % means a stronger effect | one-dose inhibition, % at 4 µM; EC50 in µM for titrated hits | hit rate 0.63% among 290,000; in the data active = inhibition above about 50%; also: many of its hits are not listed in these tables
# Ins promoter up: insulin promoter activators in MIN6 cells, imaging, high-content screening, mouse beta cells | MIN6 insulin promoter-GFP reporter; active compounds read high | z-score at 5 µM | hit rate 0.3% among 190,000 | AID 1625, 2009;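 active = z-score above 3 at 5 µM with at least 500 cells counted in the well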
# Yfh1-off respiration: enhancers of respiration in Yfh1-depleted yeast, dose response, Friedreich's ataxia, plus single-dose screen (AID 1465). S. cerevisiae Yfh1-off respiration, WST-1 reduction, 72 h; higher fold induction means a stronger effect. hit rate 0.074% among 220,000. fold induction at 50 µM, or EC50 in µM where a hit was titrated;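 active = fold induction of absorbance versus untreated yeast above a set limit, then at least 30% activation at any dose in follow-up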;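 also: activators that raise dye reduction in frataxin-depleted yeast; strong numbers were not always called active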
# Dynein transport: inhibitors of GR-EGFP nuclear translocation, primary screen, dynein cargo transport inhibitor project, imaging, high-content, 3617.4 mouse cells | hit rate 0.47% among 220,000 | test concentration mostly 20 µM; stimulated with dexamethasone, 1 µM; active compounds read low | AID 1381, 2008 | z-score, hits read low;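 active = plate z-score of nuclear minus cytoplasmic receptor signal below a set negative limit, without overly bright fluorescence or cell loss, cut at about -3.5 in these data, passing the limit was not always enough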;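 also: z-score of nuclear minus cytoplasmic ring GR-EGFP intensity difference per well; some compounds called inactive have numbers as strong as hits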
#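 Buffer or medium: tetracycline-free induction medium containing charcoal-stripped FBS / Reagent: dexamethasone agonist, 1.0 µM final, for 30 min / Technique: automated 10x imaging of fixed Hoechst-stained cells / Times: induction 48 h, compound 1 h, agonist 30 min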
# WT yeast gro inh mutant strain: second read-out of WT yeast gro inh, no call of its own (marks repeat the call); inhibition, %; mitochondrial fusion phenotypic screen, mutant strain inhibition
# Dynein transport cytoplasmic EGFP: second read-out of Dynein transport, no call of its own (marks repeat the call); z-score; measured here: cytoplasmic GR-EGFP intensity; active compounds read high
# Dynein transport nuclear GR-EGFP: further read-out of Dynein transport, marked with its call; z-score; measured here: nuclear GR-EGFP intensity;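 lower value marks the stronger effect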
# Dynein transport cell count: also measured in Dynein transport; calls as there; z-score; measured here: cell count per field
# Ins promoter up cell count: recorded beside Ins promoter up, whose call it bears; cell count; measured here: cytotoxicity, nuclei count;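 total cells summed across four imaged fields per well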
# Lipid droplet cells 6.5 µM: recorded beside Lipid droplet, whose call it bears; cell count; measured here: cell count, cytotoxicity flag;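 cells counted across two imaged fields per well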
# bCat nuc transl cell count 5 µM: recorded beside bCat nuc transl, whose call it bears; cell count; measured here: cell count, cytotoxicity flag
# MT stabilize HCS Hoechst-high %: further read-out of MT stabilize HCS, marked with its call; % Hoechst-high responders; measured here: nuclear condensation Hoechst responders;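 share of cells brighter than vehicle mean plus two SD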
# MT stabilize HCS cytotoxicity %: recorded beside MT stabilize HCS, whose call it bears; toxicity, %; measured here: cytotoxicity by cell density;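 0% = mean cell density of plate MIN control wells and 100% = no cells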
# Autophagy mod cell loss 18 h: second read-out of Autophagy mod, no call of its own (marks repeat the call); toxicity, %; measured here: cell loss, nuclei count;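 cell loss after 18 h compound exposure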
# Starred values were filed as active, the others as inactive; i = inactive; nt = not tested or not shown; + = active, no number.
SMILES,Lipid droplet,Lipid droplet cells 6.5 µM,Autophagy mod,Autophagy mod cell loss 18 h,bCat nuc transl,bCat nuc transl cell count 5 µM,WT yeast gro inh,WT yeast gro inh mutant strain,MT stabilize HCS,MT stabilize HCS Hoechst-high %,MT stabilize HCS cytotoxicity %,HEK293 NOD2/NF-kB,Ins promoter up,Ins promoter up cell count,Yfh1-off respiration,Dynein transport,Dynein transport cytoplasmic EGFP,Dynein transport nuclear GR-EGFP,Dynein transport cell count
CN(C)C(=O)N1CCCC(C(=O)NCc2ccccc2)C1 (stereo not drawn),-2,673,i,-1,-0.6,1079,-9,-7,1.9,2.8,7.0,1%,0.34,1278,i,1.2,-0.22,0.93,0.25
O=C(OCC(=O)N1CCN(C(=O)c2ccco2)CC1)C1=COCCO1,nt,nt,i,-17,-2.9,1040,5,6,1.9,2.3,6.4,7%,0.92,1183,i,-0.58,-0.041,0.18,-0.024
COc1ccccc1NC(=O)CSc1nnc(-c2ccc(NC(C)=O)cc2)n1C,nt,nt,+,-9.7*,1.2,766,4,-18,3.5,2.1,1.3,1%,0.8,1566,i,-0.51,-0.35,0.046,0.79
O=C(Nc1cc(=O)[nH]c2ncnn12)c1ccccc1F,-2,734,nt,nt,-5.2,1163,nt,nt,nt,nt,nt,8%,0.42,1508,i,-0.068,-0.26,-0.067,1.1
Cc1sc2nc(-c3ccccn3)[nH]c(=O)c2c1-c1ccccc1,-3,692,i,9,1.9,936,56,55,2.9,0.3,2.7,nt,-3.1,1324,i,1.2,-0.34,0.2,-0.16
CC(C)(C)NC(=O)CSc1nc2scc(-c3ccccc3)c2c(=O)[nH]1,9,633,i,-12,nt,nt,8,14,2.8,3.8,2.6,26%,0.23,1207,i,-0.59,0.043,-0.57,0.29
Cc1ccc(SCC(=O)NCc2cccnc2)cc1,9,750,i,-7,5.9,835,16,-10,1.6,0.7,2.9,14%,nt,nt,i,0.61,0.29,0.78,-0.19
CCc1c(C(=O)OCc2ccccc2)[nH]c(C)c1C,16,733,nt,nt,-1.5,1186,nt,nt,nt,nt,nt,-63%,0.39,1405,i,-0.66,-0.26,-0.39,0.25
COc1cccc(CN2CCCCC2C(=O)O)c1 (stereo not drawn),13,673,i,-2,-3.1,1108,-9,-6,3.3,3.4,5.6,12%,0.44,1303,i,-0.33,0.13,0.34,-1.3
COC(=O)Cn1ncn2c(cc3oc(C)cc32)c1=O,nt,nt,i,0,-5.5,1050,14,-6,2.5,1.3,3.3,-50%,0.51,1529,i,0.8,-0.2,0.5,-0.11
Cn1c(NC(=O)Cc2cccc3ccccc23)cc(=O)n(C)c1=O,-14,702,i,-9,-1.1,1149,-9,-34,3.4,2.9,8.6,10%,1.2,1131,i,0.48,-0.18,0.35,0.58
O=C(NC1=NCCCCC1)c1cccc2ccccc12,0,697,i,22,-1.3,1139,-20,-11,4.3,2.5,0.1,9%,-0.42,1473,i,-0.95,-0.13,-0.37,0.38
Cc1ccccc1C(=O)N1CCN(c2ccc(NC(=S)NC(=O)c3cccs3)cc2)CC1,2,672,i,24,1.7,1503,29,38,6.7,2.7,6.8,-2%,-0.76,1176,i,-0.72,-0.32,-0.039,0.74
COCCn1nnnc1C(c1cccc(C#N)c1)N1CCCCCC1 (stereo not drawn),nt,nt,i,1,-3.0,824,5,-11,1.9,1.8,5.1,11%,0.36,1083,i,-0.55,-0.08,-0.22,1
CCn1c(SCC(=O)NNC(=O)c2ccc(OC)cc2)nnc1-c1ccco1,3,641,i,6,-1.2,1516,-2,7,2.2,2.0,5.0,24%,0.86,1569,i,-0.0086,-0.25,0.062,-0.58
O=C(CCCc1nc(-c2ccccc2)no1)Nc1cccnc1,nt,nt,i,2,-6.1,917,-5,0,3.0,2.1,4.5,11%,0.75,1119,i,2.1,-0.081,2.2,-1.6
CCC(C)(C)C1CCC(=NNC(=O)c2ccc(Br)o2)CC1 (stereo not drawn),2,625,i,0,-1.0,587,1,6,2.7,1.9,6.0,5%,0.7,1210,i,-0.21,-0.25,-0.18,0.08
CCOC(=O)c1cc(-c2cccc([N+](=O)[O-])c2)on1,-5,691,i,-34,-3.8,1025,8,6,4.4,2.1,3.7,3%,-1.2,1435,i,-0.65,-0.31,-0.43,0.62
Cc1ccc(S(=O)(=O)NCC(=O)N(CC(=O)NCc2ccco2)Cc2ccco2)cc1,1,778,i,-14,2.6,1036,-18,-16,nt,nt,nt,6%,-0.16,1469,i,-0.72,-0.26,-0.068,0.84
O=C(Nc1ccon1)c1ccc(OC2CCCC2)cc1,8,723,i,-11,-3.0,599,24,12,3.3,2.4,1.8,-129%,0.32,1257,i,1.5,-0.28,1,-1.1
Cc1nn(-c2ccc(C(=O)OC(C)C)cc2)c(C)c1[N+](=O)[O-],-2,727,i,19,-2.7,603,-20,-10,2.0,2.2,16,-27%,nt,nt,i,0.93,0.037,1.4,-2.2
CCOC(=O)Cn1c2c(c(=N)c3c1CCC3)CCCC2,-18,624,i,-3,-3.5,511,7,-7,3.3,2.9,0.5,15%,-0.16,1216,i,-0.2,-0.23,-0.41,0.22
CCOC(=O)c1c(/N=C/c2cc(C)ccc2O)sc2c1CCC2,-1,693,i,13,-1.3,1092,16,2,6.6,1.6,2.4,-1%,0.61,1473,i,-0.24,-0.18,0.053,0.3
Cc1ccc(C(=O)Nc2ncc3c(Cl)cccc3n2)cc1,nt,nt,i,-27,nt,nt,-11,26,3.5,1.1,1.3,-179%,nt,nt,i,1.4,-0.16,0.5,-2.9
CCCNC(=S)Nc1cccc(C(F)(F)F)c1,9,646,i,-25,0.0,506,12,-1,5.8,4.5,4.6,6%,1.6,1255,i,0.56,-0.18,-0.13,-0.98
# (cont.)
SMILES,Lipid droplet,Lipid droplet cells 6.5 µM,Autophagy mod,Autophagy mod cell loss 18 h,bCat nuc transl,bCat nuc transl cell count 5 µM,WT yeast gro inh,WT yeast gro inh mutant strain,MT stabilize HCS,MT stabilize HCS Hoechst-high %,MT stabilize HCS cytotoxicity %,HEK293 NOD2/NF-kB,Ins promoter up,Ins promoter up cell count,Yfh1-off respiration,Dynein transport,Dynein transport cytoplasmic EGFP,Dynein transport nuclear GR-EGFP,Dynein transport cell count
O=C(O)c1ccccc1C(=O)Nc1ccc(-n2ccc(C(F)(F)F)n2)cc1,-6,602,nt,nt,-0.9,1316,nt,nt,nt,nt,nt,29%,-0.17,1179,i,0.53,-0.14,0.27,0.16
CCN1CCN(c2cc(C)c3cc(NC(=S)NCc4cccs4)ccc3n2)CC1,3,694,i,-8,1.6,1010,0,11,1.7,4.4,7.5,7%,0.02,1192,i,0.49,-0.28,0.65,-1.2
O=C(NNC(=O)c1ccc(O)cc1O)c1ccc(Cl)cc1,20,673,i,11,-0.9,1022,2,-49,3.3,1.9,5.1,-6%,-0.11,1545,i,-0.36,-0.22,-0.33,0.61
O=C(NCc1ccc(Cl)cc1)c1cccnc1,nt,nt,i,12,-4.1,907,6,-2,4.3,1.2,0.9,-1%,0.83,1176,i,0.65,-0.24,0.68,-1.2
Cc1cc(NC(=O)CSc2ccccn2)no1,-8,695,i,-5,1.0,1025,4,22,2.2,1.9,9.3,-1%,0,1106,i,-0.95,-0.24,-0.7,1.5
CCOC(=O)N1CCC(Nc2c(NCCCN(CC)CC)c(=O)c2=O)CC1,nt,nt,i,-5,nt,nt,-4,-15,2.2,3.7,6.8,5%,-0.43,847,i,-0.46,-0.028,-0.18,0.59
CCc1ccc(-c2csc(-c3c[nH]c4ccccc34)n2)cc1,-3,718,i,-6,0.7,1015,34,0,3.4,2.7,4.9,-37%,2.5,1437,i,0.41,-0.17,0.43,-0.3
Cc1ccc(/C=[N+](/[O-])C2SC(=S)N(C)C2(C)C)cc1 (stereo not drawn),4,644,i,-6,-0.3,1044,-6,4,3.0,0.8,5.5,20%,0.94,1949,i,-0.086,-0.09,0.22,-0.75
COc1ccc(NC(=O)C(=O)N/N=C/c2cc(C)n(-c3cccc(Cl)c3Cl)c2C)c(OC)c1,19,804,i,24,-2.4,1124,10,-9,2.2,2.4,3.7,24%,-0.86,745,i,-0.76,0.13,-0.038,0.31
NNc1nc2sc3c(c2c(=O)n1-c1ccccc1)CCCC3,-15,733,nt,nt,0.9,1289,nt,nt,nt,nt,nt,2%,-0.4,976,i,0.96,-0.26,0.66,0.15
CC(=O)Nc1ccc2c(c1)nc(CCN1CCC(C)CC1)n2C,nt,nt,i,2,nt,nt,10,-11,1.4,2.2,12,-16%,0.37,978,i,0.65,-0.23,0.47,0.31
O=C1/C(=C\c2cccs2)Sc2ccc3ccccc3c21,28,579,i,0,1.4,1146,14,15,5.4,1.9,0.3,-148%,nt,nt,i,0.41,0.052,0.49,-0.64
Fc1cccc(-c2nnn3c2nc(Cl)c2ccccc23)c1,-4,685,i,36,-1.9,1083,33,40,3.6,2.7,0.5,-7%,-0.77,1294,i,0.21,-0.27,0.79,-0.58

# Three compounds out of the list above, arranged by the number in Dynein transport cytoplasmic EGFP, descending.
Structure,WT yeast gro inh mutant strain,MT stabilize HCS Hoechst-high %,HEK293 NOD2/NF-kB,Dynein transport,Dynein transport cytoplasmic EGFP,Dynein transport nuclear GR-EGFP,Dynein transport cell count
O=C1/C(=C\c2cccs2)Sc2ccc3ccccc3c21,15,1.9,-148%,0.41,0.052,0.49,-0.64
O=C(NNC(=O)c1ccc(O)cc1O)c1ccc(Cl)cc1,-49,1.9,-6%,-0.36,-0.22,-0.33,0.61
O=C(NCc1ccc(Cl)cc1)c1cccnc1,-2,1.2,-1%,0.65,-0.24,0.68,-1.2

# This is a subset. The share of hits here may be higher or lower than overall.
